Bioassay records from PubChem BioAssay.
Jurkat NFkB inh = lowers PMA/ionomycin-induced NF-kB signal in Jurkat cells. PMA/ionomycin-induced NF-kB luciferase reporter, luminescence. actives 0.53% (n = 330,000). AID 435003. inhibition, % at 4 µM; in the data active = inhibition above about 50%
697 NFkB inh = inhibitors of the PMA/ionomycin-induced NF-kB reporter in 697 B cells; actives 0.33% (n = 330,000); 697 B-cell NF-kB luciferase reporter, 16 h; inhibition, % at 4 µM; in the data active = inhibition above about 35%
CCR6 antagonist = blocks CCL20-driven beta-arrestin recruitment at human CCR6; CHO-K1 CCR6 PathHunter beta-arrestin, luminescence, CCL20-stimulated; AID 493098; inhibition, % at 20 µM; P51684; actives 0.49% (n = 340,000);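 active = compounds whose inhibition of the agonist-driven luminescence signal at 20 µM reaches about 50%, limit read from the data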;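 note: cells stimulated with CCL20 at 14 nM final; plate controls were DMSO with CCL20 for no effect and DMSO without agonist for full effect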
CXCR6 inh = CXCR6 (human) receptor inhibition | actives 0.36% (n = 360,000) | CHO-K1 PathHunter CXCR6 beta-arrestin, luminescence | AID 602244 | inhibition, % at 20 µM; in the data active = inhibition above about 34%, passing the limit was not always enough;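 note: antagonist mode with CXCL16 agonist at 10 nM final; 0% = 10 nM CXCL16 with DMSO and 100% = unstimulated wells without agonist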
EBI2 block = blocks human EBI2 receptor beta-arrestin signaling. actives 0.81% (n = 360,000). AID 651636. EBI2 beta-arrestin recruitment, luminescence, 7a,25-OHC stimulated. inhibition, % at 5 µM. P32249; in the data active = inhibition above about 38%;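 note: enzyme fragment complementation signal reports receptor beta-arrestin coupling in cells; 0% = agonist plus DMSO wells and 100% = wells without agonist; some results beyond the cut were filed as inactive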
CHOP UPR activ = activators of apoptotic arm of unfolded protein response (CHOP); CHO-CHOP luciferase reporter, UPR activation, luminescence; percent of tunicamycin response over DMSO baseline; activation, % at 10 µM; actives 0.34% (n = 330,000); AID 449763;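 active = at 10 µM dose, activation of 40% or more, normalized to positive control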;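 note: 100% = tunicamycin at 10 µg/mL and 0% = DMSO alone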
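Dosing – one dose, 10 µM in 0.5% DMSO · System – CHO-CHOP cells, stable luciferase reporter of PERK-eIF2a-CHOP signalling · Input – 500 cells/well · Control set – tunicamycin 10 µg/mL final as positive, DMSO-only wells as negative · Timing – 6 h compound treatment, 37 °C · Measure – % activation vs tunicamycin · Technique – luminescence read with Steady-Glo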
XBP1 UPR activ = adaptive UPR (XBP1) activation. CHO-XBP1 luciferase reporter, IRE1-XBP1 UPR activation, luminescence; percent of tunicamycin response, DMSO as zero. activation, % at 20 µM. actives 0.33% (n = 330,000);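 active = versus positive control, 20 µM dose yields 30% or more activation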;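 note: 100% = tunicamycin at 10 µg/mL and 0% = DMSO only wells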
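incubation = overnight seeding at 37 °C, 6 h compound treatment at 37 °C | assay system = CHO-XBP1 cells stably carrying IRE1-XBP1-driven luciferase reporter | input = 1000 cells per well | detection = luciferase luminescence | dosing = single point, 20 µM final compound, 1% DMSO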
Mdm2 MdmX PPI = inhibitors of human Mdm2/MdmX interaction; inhibition, % at 8 µM; SaOS-2 split-luciferase Mdm2/MdmX complementation, luminescence; actives 3% (n = 330,000); AID 485346; O15151+Q00987;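 active = inhibition of at least 50% at 8 µM in the primary screen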
Target sequence (O15151 whole entry, looked up): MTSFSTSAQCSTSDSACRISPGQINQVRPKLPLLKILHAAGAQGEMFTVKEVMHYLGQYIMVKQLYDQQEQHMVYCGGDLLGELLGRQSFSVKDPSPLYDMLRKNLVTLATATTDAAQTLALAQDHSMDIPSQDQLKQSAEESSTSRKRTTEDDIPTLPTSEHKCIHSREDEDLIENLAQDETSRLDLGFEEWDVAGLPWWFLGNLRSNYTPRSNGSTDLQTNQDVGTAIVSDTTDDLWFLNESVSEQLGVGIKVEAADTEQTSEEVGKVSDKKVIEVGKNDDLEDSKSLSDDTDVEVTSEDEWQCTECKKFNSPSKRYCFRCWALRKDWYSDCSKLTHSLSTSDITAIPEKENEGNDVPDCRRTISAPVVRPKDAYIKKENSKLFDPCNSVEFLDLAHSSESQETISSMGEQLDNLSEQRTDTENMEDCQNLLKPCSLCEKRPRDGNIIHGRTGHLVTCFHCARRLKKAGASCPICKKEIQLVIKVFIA
Target sequence (Q00987 whole entry, looked up): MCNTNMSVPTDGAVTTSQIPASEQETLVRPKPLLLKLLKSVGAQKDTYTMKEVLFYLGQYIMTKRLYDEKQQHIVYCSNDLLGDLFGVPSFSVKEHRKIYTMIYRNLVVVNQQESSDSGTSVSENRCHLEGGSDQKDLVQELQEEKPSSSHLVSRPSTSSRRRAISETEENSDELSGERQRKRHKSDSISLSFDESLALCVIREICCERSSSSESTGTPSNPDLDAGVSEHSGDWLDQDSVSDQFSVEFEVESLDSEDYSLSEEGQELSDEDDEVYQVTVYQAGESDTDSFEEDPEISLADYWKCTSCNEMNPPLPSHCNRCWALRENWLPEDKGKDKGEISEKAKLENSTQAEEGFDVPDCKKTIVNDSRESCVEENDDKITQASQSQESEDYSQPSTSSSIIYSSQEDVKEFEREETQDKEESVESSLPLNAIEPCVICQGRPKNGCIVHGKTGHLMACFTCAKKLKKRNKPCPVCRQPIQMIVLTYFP
Gli-Sufu antag = Gli-Sufu pathway antagonism. Sufu-KO-LIGHT fibroblasts, Gli luciferase reporter luminescence. actives 0.74% (n = 340,000). inhibition, % at 5 µM;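 active = inhibition above about 55%, limit read from the data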;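 note: 0% = DMSO-treated cells and 100% = wells with medium but no cells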
* hit, by the source's call; x = not tested or not shown.

SMILES | Jurkat NFkB inh | 697 NFkB inh | CCR6 antagonist | CXCR6 inh | EBI2 block | CHOP UPR activ | XBP1 UPR activ | Mdm2 MdmX PPI | Gli-Sufu antag
Cc1ccc(C(=O)CCC(=O)Nc2ccc(C)cn2)cc1 | 16 | 13 | 11 | 6 | 6 | 1.3 | 0 | -8 | -9
CC(C)OC(=O)CCC(=O)Nc1nc2ccccc2s1 | -16 | -18 | 6 | 1 | 3 | 5.5 | 0 | -3 | -17
COc1ccc(Cc2nnc(NC(=O)c3cccs3)s2)cc1OC | 2 | -3 | 4 | 1 | -4 | 2.0 | -1 | 0 | -7
Nc1nc2c(Cl)ccc(Cl)c2s1 | 5 | 21 | -9 | -8 | -21 | 2.3 | -1 | 29 | 0
CCOC(=O)c1ccc(S(=O)(=O)NC2CCC(C)CC2)cc1 (configuration not stated) | 16 | -27 | 13 | 1 | -6 | -1.0 | 0 | 3 | 27
Cc1ccnc(NC(=O)COc2ccc(Cl)cc2)n1 | -16 | 16 | 11 | 0 | 20 | 1.3 | 3 | -14 | 3
CN(C)CCNC(=O)C(=O)NCC1OCCN1S(=O)(=O)c1cc(F)ccc1F (configuration not stated) | 6 | -31 | 5 | 1 | -3 | -0.5 | -4 | 27 | -10
CCOC(=O)N1CCC(NC(=O)Cn2ncc3c2-c2cc(C)ccc2OC3)CC1 | 13 | 15 | 6 | 1 | -8 | -2.2 | -3 | 24 | -7
CC(C)CNC(=O)NC(=O)COc1ccc(C=O)cc1 | 0 | -8 | 2 | -2 | -1 | 1.0 | -3 | 0 | 0
Clc1cccc(Cl)c1CSc1cc2c(nn1)-c1ccccc1CC2 | -23 | -48 | 8 | -1 | 9 | 3.9 | 5 | -8 | -24
Cc1nn(-c2ccc3ccccc3c2)c(=O)c2ccccc12 | -78 | -105 | 17 | 1 | 2 | 2.0 | 4 | -103 | -81
CC12CCC3c4ccc(O)cc4CCC3C1CC(O)C2O (configuration not stated) | 3 | 4 | -2 | -4 | 11 | -1.0 | -3 | 45 | -7
Cc1ccc(COC(=O)c2cc([N+](=O)[O-])ccc2N2CCOCC2)cc1 | 63* | -6 | x | -8 | 19 | -1.0 | 14 | 71* | x
Cc1ccc(NC(=O)NCC(c2cccnc2)N2CCOCC2)cc1 (configuration not stated) | -5 | 5 | -8 | 2 | -3 | -1.1 | -1 | -5 | 0
COc1ccc(CCNC(=O)CSc2nc3ccsc3c(=O)n2CC2CCC(C(=O)O)CC2)cc1OC (configuration not stated) | 8 | -8 | -2 | -9 | 0 | 0.1 | -1 | 18 | -5
O=C(Nc1ccccc1)Nc1snnc1C(=O)Nc1cccc(O)c1 | -13 | 4 | 13 | 2 | 13 | -0.7 | 2 | 24 | 1
NC(=O)c1ccc(OCC(F)(F)F)nc1 | 16 | 20 | -6 | -2 | -12 | 2.4 | 0 | 17 | 5
COc1ccc(-c2nc(NC(=O)CSCCO)sc2C)cc1 | -1 | -9 | -4 | -5 | 6 | -0.5 | -1 | 0 | 2
Cc1c(N=Cc2nc3ccccc3n2C)c(=O)n(-c2ccccc2)n1C | 5 | -2 | 10 | -5 | -2 | 2.0 | -2 | 11 | -15
CN1C(=O)NC(c2cccc(O)c2)C(C(=O)c2cccs2)C1(O)C(F)(F)F (configuration not stated) | -55 | -13 | -10 | -2 | -3 | 4.0 | 0 | -20 | 2
COc1ccccc1Nc1nnc(SCC(=O)c2c(N)n(C3CC3)c(=O)[nH]c2=O)s1 | -1 | -5 | 7 | -3 | 0 | 0.7 | -1 | 27 | 7
Cc1noc(C)c1S(=O)(=O)N(CC(=O)Nc1ccc2c(c1)OCO2)c1ccc(C(C)C)cc1 | 19 | -26 | -3 | -1 | 14 | 7.2 | 0 | 15 | 23
CC1=CC(C)(C)N(C(=O)CSc2nnc(N)s2)c2c(C)cc(C)cc21 | x | x | -2 | 16 | 1 | x | x | x | -126
COCCN(C(=S)Nc1cccc(OC)c1)C(C)c1cccs1 (configuration not stated) | -4 | 6 | -8 | 15 | -14 | 0.7 | 1 | 9 | 5
Cc1cc(C)c(C)c(S(=O)(=O)NCc2cccnc2)c1C | 6 | 13 | -14 | -4 | -7 | -1.9 | 0 | 6 | 1

Of the compounds above, 6 have two or more sulfur atoms.
SMILES | Jurkat NFkB inh | 697 NFkB inh | CCR6 antagonist | CXCR6 inh | EBI2 block | CHOP UPR activ | XBP1 UPR activ | Mdm2 MdmX PPI | Gli-Sufu antag
COc1ccc(Cc2nnc(NC(=O)c3cccs3)s2)cc1OC | 2 | -3 | 4 | 1 | -4 | 2.0 | -1 | 0 | -7
COc1ccc(CCNC(=O)CSc2nc3ccsc3c(=O)n2CC2CCC(C(=O)O)CC2)cc1OC (configuration not stated) | 8 | -8 | -2 | -9 | 0 | 0.1 | -1 | 18 | -5
COc1ccc(-c2nc(NC(=O)CSCCO)sc2C)cc1 | -1 | -9 | -4 | -5 | 6 | -0.5 | -1 | 0 | 2
COc1ccccc1Nc1nnc(SCC(=O)c2c(N)n(C3CC3)c(=O)[nH]c2=O)s1 | -1 | -5 | 7 | -3 | 0 | 0.7 | -1 | 27 | 7
CC1=CC(C)(C)N(C(=O)CSc2nnc(N)s2)c2c(C)cc(C)cc21 | x | x | -2 | 16 | 1 | x | x | x | -126
COCCN(C(=S)Nc1cccc(OC)c1)C(C)c1cccs1 (configuration not stated) | -4 | 6 | -8 | 15 | -14 | 0.7 | 1 | 9 | 5

Carrying on:
SMILES | Jurkat NFkB inh | 697 NFkB inh | CCR6 antagonist | CXCR6 inh | EBI2 block | CHOP UPR activ | XBP1 UPR activ | Mdm2 MdmX PPI | Gli-Sufu antag
O=C(c1ccco1)N1CCN(c2nc(-c3ccc(F)cc3)cs2)CC1 | -4 | 4 | 13 | -10 | 6 | 0.9 | 0 | -40 | -4
O=c1[nH]nc(N/N=C/c2ccc(Cl)cc2Cl)c(=O)[nH]1 | 2 | 25 | 12 | 3 | -3 | -0.1 | -1 | 3 | 6
COC(=O)c1cc(Cl)c(NC(=O)c2ccc(C(C)(C)C)cc2)cc1OC | -34 | -44 | -3 | -4 | -2 | 1.3 | -2 | -41 | -37
CCN(CC(=O)Nc1c(F)cccc1F)C(=O)CCC(=O)c1ccc(C)cc1 | 6 | 17 | 17 | -12 | 3 | -1.1 | -2 | 15 | -5
CCC1(c2ccccc2)NC(=O)N(Cc2ccc(C(=O)OC)cc2)C1=O (configuration not stated) | -3 | -10 | 7 | 9 | -1 | -0.8 | -2 | -15 | 1
Cc1cc(C)cc(NC(=O)C2CCN(S(=O)(=O)c3ccc4[nH]c(=O)ccc4c3)CC2)c1 | 9 | 3 | 11 | 0 | -1 | -1.1 | -5 | 25 | 21
CS(=O)(=O)c1ccccc1-c1nnc(-c2ccc(Cl)cc2)o1 | -28 | -10 | 8 | -3 | -8 | 2.8 | 0 | 8 | -17
CC(C)NC(=O)Cn1cc(C(=O)C(=O)N2CCOCC2)c2ccccc21 | 5 | 18 | 15 | -4 | 1 | 2.4 | -5 | 14 | -7
COc1ccc(NC(=O)/C(C#N)=C\c2cc(C)n(-c3ccc4c(c3)OCO4)c2C)cc1 | 46 | -54 | 23 | 8 | 10 | -0.6 | 1 | 58* | 64*
CC(C)N1CCN(Cc2cccs2)CC1CCO (configuration not stated) | x | x | -16 | 4 | -7 | x | x | x | 3
O=C(Nc1ccc(Cl)cc1)Nc1ccccc1C(=O)O | -12 | -178 | 14 | -4 | -2 | -3.2 | -5 | -151 | -13
O=C(NCCCN1CCCC1=O)C(=O)NCC1OCCN1S(=O)(=O)c1ccc(Cl)cc1 (configuration not stated) | 2 | -21 | -4 | 9 | -6 | -0.3 | -3 | 15 | 4
O=C(C1CCN(S(=O)(=O)c2cccc3cccnc23)CC1)N1CCCCC1 | -1 | -15 | 5 | -1 | 2 | 0.1 | -9 | 3 | 4
O=C(c1ccco1)N1CCN(C(=O)C2CCN(S(=O)(=O)c3cnc[nH]3)CC2)CC1 | -1 | 10 | 25 | -6 | 0 | -0.2 | -2 | -10 | -5
COc1ccc(CNC(=O)CN(C(=O)CCC(=O)Nc2ccccn2)c2ccc3c(c2)OCO3)cc1 | 5 | -6 | 10 | 0 | -3 | 0.3 | 2 | 1 | 9
CCC(C(=O)Nc1ccc(OC)c(Cl)c1)c1ccccc1 (configuration not stated) | -16 | -23 | 16 | 1 | -3 | 0.6 | -2 | 9 | -1
Cc1ccc(C(=O)Nc2sc(C)c(-c3ccccc3)c2C(N)=O)cc1[N+](=O)[O-] | -20 | -415 | 1 | 14 | 4 | -2.8 | -3 | 72* | 66*
CCOc1ccc(CC2CC(=O)NC2=O)cc1 (configuration not stated) | 11 | 2 | 3 | 3 | 3 | -2.5 | 1 | 16 | 1
CC(CC(=O)NCc1cccnc1)c1ccccc1 (configuration not stated) | -8 | -9 | 1 | 2 | 2 | -2.6 | 2 | 11 | 7
CCC(C)NC(=O)Cn1nc(Cc2ccncc2)c2ccccc2c1=O (configuration not stated) | -6 | 1 | 0 | 5 | 8 | 0.6 | -3 | -2 | -3
COc1cccc(CC(NC(C)=O)C(=O)NC2CCN(c3c4c(nc5ncnn35)CCC4)CC2)c1 (configuration not stated) | x | x | -7 | -9 | -3 | x | x | x | -1
Cc1ccc(S(=O)(=O)NC(=O)NC(=O)N(C)S(=O)(=O)c2ccc(C)cc2)cc1 | 12 | 9 | 8 | -5 | -10 | -0.8 | -3 | 20 | -6
CCC(C)(C)n1nnnc1C(c1ccccc1)N1CCN(Cc2ccccc2)CC1 (configuration not stated) | -4 | -12 | -1 | -4 | 0 | 0.0 | 0 | 18 | 4
O=C(N/N=C/c1c[nH]c2ccccc12)c1ccc2c(c1)OCCO2 | -70 | -140 | 6 | -1 | 7 | 3.6 | 1 | -45 | -54
NC(=O)C(=O)NN=C1CCC(c2ccccc2)CC1 (configuration not stated) | 8 | 27 | 7 | -6 | -3 | -1.0 | -2 | 16 | 0
Further entries.
SMILES | Jurkat NFkB inh | 697 NFkB inh | CCR6 antagonist | CXCR6 inh | EBI2 block | CHOP UPR activ | XBP1 UPR activ | Mdm2 MdmX PPI | Gli-Sufu antag
COc1cccc2cc(C(N)=O)oc12 | 0 | 4 | 3 | -10 | 5 | 0.1 | 2 | -12 | -6
CCOc1ccc2c(c1)C(N(CCN1CCOCC1)C(=S)Nc1ccccc1OC)CC(C)(C)O2 (configuration not stated) | 0 | 7 | 5 | 6 | -5 | 0.5 | 1 | 16 | 11
O=C(NNC(=O)c1sccc1-n1cccc1)c1ccc(F)cc1 | 5 | 11 | -2 | 4 | 0 | -1.3 | 3 | -6 | -13
Cc1cc(NC(=O)C(C)SCC(=O)OC(C)C(=O)Nc2ccccc2C)no1 (configuration not stated) | -14 | -1 | -8 | 0 | 9 | -1.0 | 2 | 17 | 4
Cc1cc(C(=O)O)c(=O)[nH]c1C | 9 | 16 | 0 | 2 | -11 | -1.5 | -3 | 34 | 0
O=C(COc1ccccc1[N+](=O)[O-])Nc1cccc(Cl)c1N1CCOCC1 | 36 | -40 | 26 | 2 | 21 | -0.2 | -7 | 49 | 11
Cn1c(=O)c([N+](=O)[O-])c(-n2ccnc2)c2ccccc21 | 3 | 1 | 42 | 32 | -5 | 15 | -2 | 14 | 1
Cc1c(C(=O)N2CCN(c3ncccn3)CC2)sc2nc3n(c(=O)c12)CCCC3 | -6 | 1 | -9 | -8 | -6 | 0.3 | 1 | -2 | 2
Cn1c(SCc2cccnc2)nnc1-c1c[nH]c2ccccc12 | 5 | -4 | -2 | 3 | -2 | 1.9 | -2 | -10 | -15
CC(CC(=O)O)Nc1ccccc1O (configuration not stated) | 3 | 10 | -10 | -7 | -2 | 2.2 | 0 | -30 | 2
